Compound activity (PubChem BioAssay)
USP8 block: human USP8 deubiquitinase inhibition; P40818; purified USP8, Ub-rhodamine cleavage fluorescence, 30 min; inhibition, % at 20 µM; 47,000 tested, 4.2% active
USP28 inh: inhibitors of human USP28 deubiquitinase; Q96RU2; purified USP28, Ub-rhodamine cleavage fluorescence, 30 min; inhibition, % at 25 µM; 47,000 tested, 3% active; AID 1645857
OTUD3 block: inhibitors of human OTUD3 deubiquitinase | inhibition, % at 25 µM | AID 1645858 | Q5T2D3 | 47,000 tested, 0.7% active | purified OTUD3, Ub-rhodamine fluorescence, 2 h
UCHL1 block: human UCHL1 deubiquitinase inhibition; P09936; purified UCHL1, Ub-rhodamine cleavage fluorescence; inhibition, % at 20 µM; 47,000 tested, 0.2% active
USP10 block: human USP10 deubiquitinase inhibition; Q14694; purified USP10, Ub-rhodamine fluorescence, 60 min; inhibition, % at 20 µM; 47,000 tested, 1.1% active; AID 1645856
USP17 inh: inhibitors of human USP17 deubiquitinase; A8MUK1; purified USP17, Ub-rhodamine cleavage fluorescence, 3 h; inhibition, % at 50 µM; 47,000 tested, 6.5% active; AID 1645855
USP30 block: inhibitors of human USP30 deubiquitinase. 47,000 tested, 5.3% active. inhibition, % at 25 µM. AID 1645860. purified USP30, Ub-rhodamine cleavage fluorescence
USP7 block: inhibitors of human USP7 deubiquitinase; inhibition, % at 20 µM; 47,000 tested, 0.3% active; AID 1645854; purified USP7, Ub-rhodamine cleavage fluorescence
Target sequence (Q93009 whole entry, looked up): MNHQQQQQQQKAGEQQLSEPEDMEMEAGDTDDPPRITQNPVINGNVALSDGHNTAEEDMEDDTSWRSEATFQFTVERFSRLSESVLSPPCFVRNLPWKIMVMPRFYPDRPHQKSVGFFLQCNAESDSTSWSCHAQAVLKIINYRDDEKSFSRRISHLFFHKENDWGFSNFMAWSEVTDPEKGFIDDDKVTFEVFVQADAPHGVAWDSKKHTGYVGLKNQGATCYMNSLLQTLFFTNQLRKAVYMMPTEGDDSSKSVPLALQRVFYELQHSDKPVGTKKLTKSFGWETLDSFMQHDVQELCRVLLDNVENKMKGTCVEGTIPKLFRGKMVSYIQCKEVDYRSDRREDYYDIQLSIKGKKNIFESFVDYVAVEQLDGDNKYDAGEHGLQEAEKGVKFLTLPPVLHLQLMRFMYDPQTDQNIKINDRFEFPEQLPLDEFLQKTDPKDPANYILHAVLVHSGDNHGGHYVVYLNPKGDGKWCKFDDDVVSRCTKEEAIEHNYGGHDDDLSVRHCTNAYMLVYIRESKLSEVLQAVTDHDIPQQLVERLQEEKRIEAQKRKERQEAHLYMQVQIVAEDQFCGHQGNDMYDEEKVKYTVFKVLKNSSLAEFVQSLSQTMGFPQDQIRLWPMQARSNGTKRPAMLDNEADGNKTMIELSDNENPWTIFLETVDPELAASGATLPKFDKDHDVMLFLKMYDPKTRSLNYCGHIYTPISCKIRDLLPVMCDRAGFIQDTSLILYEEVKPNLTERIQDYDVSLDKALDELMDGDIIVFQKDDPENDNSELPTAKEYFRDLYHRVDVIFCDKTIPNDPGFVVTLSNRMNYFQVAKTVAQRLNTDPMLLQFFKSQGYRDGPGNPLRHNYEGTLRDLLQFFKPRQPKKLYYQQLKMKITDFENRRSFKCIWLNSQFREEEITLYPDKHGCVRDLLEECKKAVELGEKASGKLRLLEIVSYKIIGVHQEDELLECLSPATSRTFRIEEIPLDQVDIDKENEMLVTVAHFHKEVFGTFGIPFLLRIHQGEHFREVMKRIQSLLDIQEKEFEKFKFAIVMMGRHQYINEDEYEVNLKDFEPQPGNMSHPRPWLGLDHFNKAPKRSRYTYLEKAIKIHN
Active calls of the source: *; i = inactive; x = not tested or not shown. No stated cut-off is given here; in the data, active means inhibition above about 30%; inactive means the rest. Hits appear at their usual frequency. About 14% of those tested had a hit in this group.

SMILES	USP8 block	USP28 inh	OTUD3 block	UCHL1 block	USP10 block	USP17 inh	USP30 block	USP7 block
CC(=O)Nc1cccc(NC(=O)CSc2ncnc3c2nnn3-c2ccc(C)cc2)c1	-87	1	9	0	10	0	-19	-18
OCc1nc2ccccc2n1CCCc1ccccc1	8	13	9	1	2	9	22	-2
CC(=O)N1CCc2cc(S(=O)(=O)NC3CCCc4ccccc43)ccc21 (stereo not drawn)	25	14	16	3	-2	19	11	5
CNC(=O)[C@@H]1C[C@@H]2CN(C(=O)Nc3ccc(F)cc3)CCN2[C@@]12C(=O)Nc1ccccc12	3	9	8	0	1	3	13	-8
Cc1ccc(C(=O)NCC(c2ccco2)N2CCCCC2)cc1 (stereo not drawn)	5	4	4	0	-2	5	10	2
CCN1CC[C@@]2(C(=O)Nc3cccnc3)CCN(S(=O)(=O)c3cccc(F)c3)CC[C@@H]12	-45	19	21	1	1	0	27	0
O=C(CS(=O)(=O)c1cn(CC(=O)N2CCOCC2)c2ccccc12)Nc1cc(C(F)(F)F)ccc1Cl	2	9	-3	3	-2	0	0	1
O=C(CN(Cc1ccccc1)S(=O)(=O)c1ccc(Br)cc1)N1CCN(C(c2ccccc2)c2ccccc2)CC1	-26	-8	0	0	4	-6	-1	6
COc1ncccc1CN1Cc2ccnn2CC(c2nc(C)no2)C1 (stereo not drawn)	-64	-2	-4	-5	4	-13	-6	-3
COc1ccccc1C(=O)NCC(c1ccsc1)N1CCCC1 (stereo not drawn)	14	5	-1	0	-3	11	-33	1
Cc1cc(C(=O)N2CCc3nc(C(=O)Nc4cccnc4)sc3CC2)n[nH]1	-35	-6	-6	-3	-3	-16	1	2
Cc1ccc(S(=O)(=O)N2CCN=C2N2CCCCC2)cc1C	8	13	9	1	2	2	16	-22
O=C(Nc1cnc(N2CCCCC2)nc1)c1c(F)cccc1Cl	-13	8	2	0	-11	-10	-3	-6
Cc1ccccc1NC(=O)c1cc2ccccc2c(=O)s1	3	-1	-2	1	3	-18	-8	-31
CCCN(C(=O)c1cccc2c1SCCC2=O)c1ccc(F)cc1	-6	-2	-6	1	2	-37	-3	-4
COc1cc(C2CC(=O)c3cnc(N4CCc5ccccc5C4)nc3C2)cc(OC)c1OC (stereo not drawn)	18	14	11	7	3	7	14	7
CC(OC(=O)c1cc(S(=O)(=O)Nc2ccccc2F)ccc1Cl)C(=O)Nc1ccc([N+](=O)[O-])cc1C(F)(F)F (stereo not drawn)	-97	15	5	6	36*	10	-8	2
CCn1cc(Br)c(C(=O)Nc2cccc(Cl)c2)n1	-15	3	-6	1	2	-8	-20	-16
Cc1ccc(NC(=O)c2sc3ncn(CC(=O)N4CCN(c5ccccn5)CC4)c(=O)c3c2C)c(Br)c1	-11	-11	-17	-5	11	59*	-63	-4
Cc1ccc(C)c(NC(=O)COC(=O)c2sc3cc(F)ccc3c2Cl)c1	21	3	15	5	6	10	19	9

Part of the list above, with values ahead of the structure.
USP8 block	USP28 inh	OTUD3 block	UCHL1 block	USP10 block	USP17 inh	USP30 block	USP7 block	molecule
-26	-8	0	0	4	-6	-1	6	O=C(CN(Cc1ccccc1)S(=O)(=O)c1ccc(Br)cc1)N1CCN(C(c2ccccc2)c2ccccc2)CC1
-64	-2	-4	-5	4	-13	-6	-3	COc1ncccc1CN1Cc2ccnn2CC(c2nc(C)no2)C1 (stereo not drawn)
14	5	-1	0	-3	11	-33	1	COc1ccccc1C(=O)NCC(c1ccsc1)N1CCCC1 (stereo not drawn)
-35	-6	-6	-3	-3	-16	1	2	Cc1cc(C(=O)N2CCc3nc(C(=O)Nc4cccnc4)sc3CC2)n[nH]1
8	13	9	1	2	2	16	-22	Cc1ccc(S(=O)(=O)N2CCN=C2N2CCCCC2)cc1C

Back to the main list, repeating the 2 entries before the break.
SMILES	USP8 block	USP28 inh	OTUD3 block	UCHL1 block	USP10 block	USP17 inh	USP30 block	USP7 block
Cc1ccc(NC(=O)c2sc3ncn(CC(=O)N4CCN(c5ccccn5)CC4)c(=O)c3c2C)c(Br)c1	-11	-11	-17	-5	11	59*	-63	-4
Cc1ccc(C)c(NC(=O)COC(=O)c2sc3cc(F)ccc3c2Cl)c1	21	3	15	5	6	10	19	9
CCCN1CC2=C(C1=O)C(c1ccc(O)c(OC)c1)NC(=O)N2 (stereo not drawn)	-3	x	-2	-1	0	-3	x	3
COc1cccc(N2CC(C(=O)NCCNC(=O)C3CC3)CC2=O)c1 (stereo not drawn)	0	-1	9	3	-1	12	10	2
CC(C)(C)NC(=O)CSc1nc2[nH]c(=O)cc(O)c2s1	-9	-9	-16	-3	-5	-28	-98	-2
Cc1nc(C)c2c(n1)CCN(Cc1cnn(C)c1)CC2	0	0	-1	1	0	-1	4	4
O=C(Cc1ccccc1)Nc1oc2ccccc2c(=O)c1-c1ccc2c(c1)OCO2	25	11	10	2	11	24	32*	8
COc1ccc2nc(NC(=O)CCn3c(-c4ccccc4)cc(C(C)=O)c3C)sc2c1	6	1	8	0	-2	7	7	4
COc1ccccc1N(C)S(=O)(=O)c1ccc2c(c1)NC(=O)CC(=O)N2	12	8	11	0	1	8	11	3
Cc1ccc(-c2cc(C(=O)N(Cc3ccc(C)o3)C3CCS(=O)(=O)C3)no2)cc1 (stereo not drawn)	19	17	15	5	7	12	19	3
COc1ccc(CC(=O)NC2CCN(c3ccc(C)cc3)C2=O)cc1 (stereo not drawn)	-3	16	14	2	3	38*	17	3
CCOC(=O)NC(c1ccccc1F)C1CCc2ccccc2C1=O (stereo not drawn)	1	28	0	0	0	-9	7	-16
O=C(Cc1ccccc1)NC1CC(=O)N(c2cccc(F)c2)C1 (stereo not drawn)	-2	-10	-4	-1	0	-5	3	-1
CC(=O)Nc1cc(-c2ccccc2)nn(CC(=O)Nc2ccccc2)c1=O	24	4	3	-1	10	0	15	7
COc1cccc(CNC(=O)CN2CCC3(CC2)N=C(c2ccc(C)c(C)c2)C(=O)N3)c1	-57	-2	-5	1	-5	-14	-7	1
CC(=O)C(C)Sc1nc(C)nc2sc(-c3ccccc3)cc12 (stereo not drawn)	-31	-21	-32	0	-8	-40	-76	2
O=C(Cc1ccc(F)cc1)N1CCC(c2nc(-c3ccccc3)no2)CC1	-1	-1	4	4	-2	4	14	x
COc1ccc(CCNc2nc(C)c(-c3ccccc3)s2)cc1OC	-16	0	-5	7	11	-1	-4	4
O=C(CCc1nc2ccccc2[nH]1)N1CCCCC1	2	x	-3	-2	3	1	x	0
COCC(C)Nc1ncc(-c2cnccn2)c(-c2ccc(C)s2)n1 (stereo not drawn)	3	12	3	3	2	63*	25	2
CC(C)(C)n1nc2c(c1NC(=O)Cc1ccccc1)CSC2	4	8	14	6	5	9	18	x
Cc1ccc(NC(=O)Cn2c(C)ncc(C(=O)NC3CCCC3)c2=O)c(F)c1	15	10	1	1	-3	7	23	2
Cc1ccc(CN2C(=O)c3cc4occc4n3CC2(C)C(=O)NC2CCCCC2)cc1 (stereo not drawn)	-3	-3	-6	0	-4	0	-103	-43
CCOC(=O)N1CCC(NC(=O)Cn2ccc3ccccc32)CC1	0	-5	-3	-1	0	-11	-5	0
O=S(=O)(c1ccc(-c2ccco2)cc1)C1CCN(CCc2ccccn2)CC1	4	-12	-8	2	-6	31*	-51	-6
CCC1CN(CC(=O)Nc2ccccc2OC)c2ccccc2S1 (stereo not drawn)	-3	-1	-11	-3	-7	7	-70	3
O=C(c1ccc(C(F)(F)F)n(Cc2ccc(Cl)cc2)c1=O)N1CCOCC1	-4	6	-5	3	2	-2	3	-147
Cc1cc(C(=O)N2CCOCC2)c2cc(Cl)ccc2n1	0	-1	0	-2	-6	-2	-12	0
COc1ccc([C@@H]2CN(Cc3ccccc3F)C[C@H]2c2cc(=O)[nH]c(C)n2)cc1	17	-4	-7	0	-2	-1	-23	0
O=C(Cn1c(C(=O)c2cccc(F)c2)nc2ccccc21)NCC1CCCO1 (stereo not drawn)	10	0	16	0	0	9	25	0
CC(=O)c1ccc(NC(=O)Cn2c(=O)n(-c3ccccc3)c3ncccc32)cc1	10	1	1	3	-2	6	-13	3
N#Cc1ccccc1Cn1c(=O)n(CCCCC(=O)NCCc2ccccc2)c(=O)c2ccccc21	9	24	36*	1	19	78*	19	5
CC1NC(=O)[C@H]2C[C@H](C(=O)NC3CCCC3)[C@@H]1N2Cc1ccccc1 (stereo partly drawn)	4	11	17	1	3	16	19	-18
CCn1cnc2cc(NC(=O)c3ccccc3F)ccc21	11	14	-7	-4	-5	0	-30	0
CCc1noc(-c2ccnc(-n3cnc(C(=O)NC4CCCC4)c3)c2)n1	9	-1	-2	0	0	-2	8	1
Cc1ccc(NC(=O)N2CCC(c3nc4c(cnn4C(C)C)[nH]3)CC2)cc1	-1	-1	-10	-1	1	-1	-11	1
Cc1cc(C)c2nc(N3CCCC(C(=O)NCCc4ccc(Cl)cc4)C3)sc2c1 (stereo not drawn)	2	1	2	-1	-2	5	1	-2
CC(C)C(=O)N1CCCCCC1c1ccn(C)n1 (stereo not drawn)	-2	-9	0	-2	2	0	-4	1
Cc1nccc(N2CCC(c3c(C(=O)N(C)C)sc4nccnc34)CC2)n1	3	8	14	1	3	8	30*	3
CCN1C(=O)c2ccccc2Sc2ccc(C(=O)NCc3ccc(C)cc3)cc21	0	38*	5	2	9	-1	26	18
CCCSc1nc(SCC(=O)NCCc2ccccc2)c2c3c(sc2n1)COC(C)(CC)C3 (stereo not drawn)	-6	-3	0	-1	1	-1	-11	-4
COc1ccc(-c2c[n+](Cc3ccc([N+](=O)[O-])cc3)c3n2CCC3)cc1	0	20	14	2	-1	-25	19	-3
Cc1ccc(NC(=O)CSc2ccc(NC(=O)c3ccc(C(=O)O)cc3C(=O)O)cc2)c(C)c1	10	19	4	6	10	7	18	11
COc1ccc(CCN2Cc3cc4cc(C)ccc4nc3OC2=O)cc1	5	0	-3	-2	3	14	-6	1
COc1ncccc1CN1CCn2c(Cn3cncn3)cnc2C1C (stereo not drawn)	-217	-203	-282	-166	-15	-163	i	-175
